Hck-Nef inh = inhibitors of Nef-activated human Hck kinase, primary screen, biochemical, Z-Lyte FRET, 384-well, Hck-YEEI; hit rate 0.68% among 220,000; Recombinant Hck-YEEI plus Nef, Z-Lyte FRET kinase assay; inhibition, % at 20 µM; AID 463187, 2010; Tyrosine-protein kinase HCK (Homo sapiens), P08631;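 active means Hck-Nef kinase inhibition above about 50%, limit read from the data; inactive means inhibition below that limit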;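 further: 0% = DMSO with Hck plus Nef and 100% = Hck alone without Nef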
EP2 modulator = EP2 receptor modulators, cAMP readout, primary screen, cell-based, HTRF cAMP, PGE2 stimulation | EP2-expressing cells, cAMP HTRF FRET, PGE2 co-stimulation | induction, % at 25 µM | hit rate 0.83% among 260,000 | AID 940, 2007;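 active means compounds whose cAMP rise, as percent of the full-agonist control response, exceeds 60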;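 further: rat C6 glioma line stably carrying human EP2 under a CMV promoter; the protocol text gives 20 µM as final concentration; 100% = response of wells given 1 µM PGE2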
Target sequence (P43116 whole entry, looked up): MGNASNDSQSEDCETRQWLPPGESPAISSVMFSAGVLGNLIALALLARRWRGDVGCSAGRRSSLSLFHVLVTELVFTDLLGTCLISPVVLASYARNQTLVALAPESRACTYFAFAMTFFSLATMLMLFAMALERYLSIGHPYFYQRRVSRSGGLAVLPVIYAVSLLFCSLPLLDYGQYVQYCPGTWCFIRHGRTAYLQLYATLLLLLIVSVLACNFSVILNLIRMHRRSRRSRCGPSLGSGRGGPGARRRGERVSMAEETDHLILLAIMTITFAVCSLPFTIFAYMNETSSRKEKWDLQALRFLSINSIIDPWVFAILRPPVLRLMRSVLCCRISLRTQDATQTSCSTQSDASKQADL
14-3-3 Bad inh = inhibitors of 14-3-3 zeta/Bad binding, primary screen, biochemical, TR-FRET, bovine 14-3-3 zeta; inhibition, % at 21.7 µM; hit rate 0.71% among 220,000; 14-3-3 protein zeta/delta (Bos taurus), P63103; TR-FRET 14-3-3zeta/Dy647-pBad peptide displacement, 1 h; AID 781, 2007;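 active means inhibition above about 70%, limit read from the data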;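 further: 0% = full 14-3-3 plus peptide FRET controls and 100% = background without 14-3-3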
Target sequence (P63103 whole entry, looked up): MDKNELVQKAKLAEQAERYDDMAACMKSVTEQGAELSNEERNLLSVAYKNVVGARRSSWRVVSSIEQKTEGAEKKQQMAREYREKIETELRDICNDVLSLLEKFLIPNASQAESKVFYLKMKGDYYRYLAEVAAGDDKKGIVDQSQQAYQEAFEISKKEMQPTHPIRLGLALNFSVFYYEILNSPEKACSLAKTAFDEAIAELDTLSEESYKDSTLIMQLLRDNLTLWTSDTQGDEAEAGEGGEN
TbHK1 inh = Trypanosoma brucei hexokinase 1 inhibitors, primary screen, biochemical, G6PDH-coupled NADH absorbance, MLSCN library; hexokinase 1 [Trypanosoma brucei]; recombinant TbHK1, G6PDH-coupled NADH A340; inhibition, % at 10 µM; hit rate 0.11% among 220,000;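 active means inhibition of 50% or more in the single-dose primary screen; inactive means inhibition below 50%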
m-calpain inh = inhibitors of pig calpain II, primary screen, biochemical, fluorogenic peptide substrate, 1536-well | purified calpain II, 30 min | inhibition, % at 16 µM | hit rate 0.37% among 220,000;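 active means inhibition above about 50%, limit read from the data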
zVAD death inh = inhibitors of zVAD-triggered necroptosis, primary screen, L929 cells; L929 zVAD necroptosis rescue, ATP luminescence, 24 h; with zVAD 60 µM; viability rescue, % at 10 µM; hit rate 0.38% among 220,000; AID 1377, 2008;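 active means activation, scaled between plate controls, above about 75%, limit read from the data; inactive means activation under that limit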;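 further: 0% = zVAD with DMSO and 100% = DMSO alone without zVAD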
eIF4E-4G inh = eIF4E–eIF4G protein interaction inhibitors, primary screen, biochemical, uHTS, TR-FRET, eIF4GI fragment; AID 782, 2007; Eukaryotic translation initiation factor 4E (Mus musculus) + Eukaryotic translation …; hit rate 0.37% among 220,000; inhibition, % at 21.7 µM; TR-FRET eIF4E-eIF4GI(517-606) binding, 2 h;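 active means inhibition above about 30%, limit read from the data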;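 further: 0% = full FRET control wells and 100% = background wells lacking eIF4GI fragment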
PGE2 EP2 inh = human EP2 receptor antagonists, primary screen, TR-FRET cAMP, C6 glioma cells; Prostaglandin E2 receptor EP2 subtype (Homo sapiens), P43116; C6 glioma cells expressing human EP2; cells stimulated with saturating PGE2; inhibition, % at 25 µM; hit rate 0.52% among 260,000; AID 1422, 2008;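 active means percent inhibition above 40 after rounding to a whole number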;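 further: rat C6 glioma host cells with rolipram phosphodiesterase inhibitor present; the protocol text gives 20 µM as final concentration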
Rad51 HR inh = human RAD51 strand exchange inhibitors, primary screen, biochemical, fluorescence; hRad51 DNA strand exchange, fluorescence dequenching; inhibition, % at 10 µM; hit rate 0.085% among 200,000; AID 1385, 2008;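 active means inhibition above 40% at the single screening dose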;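 further: 0% = DMSO control wells and 100% = blanks with heterologous ssDNA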
Target sequence (Q06609 whole entry, looked up): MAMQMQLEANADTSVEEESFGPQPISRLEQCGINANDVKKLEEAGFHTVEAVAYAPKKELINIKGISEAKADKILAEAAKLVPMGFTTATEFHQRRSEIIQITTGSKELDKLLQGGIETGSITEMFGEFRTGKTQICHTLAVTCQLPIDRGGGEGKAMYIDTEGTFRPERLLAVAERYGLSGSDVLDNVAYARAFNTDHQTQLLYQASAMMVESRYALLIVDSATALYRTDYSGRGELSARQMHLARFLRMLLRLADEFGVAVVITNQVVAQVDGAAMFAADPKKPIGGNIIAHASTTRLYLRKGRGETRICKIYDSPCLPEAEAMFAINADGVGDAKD
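Test system: preformed human Rad51 ssDNA filaments; also added: Donor/quencher-labelled 47-bp dsDNA substrate; doses: 10 µM final, single point; times: 37 °C 15-min filament assembly, 30-min compound preincubation, 15-min exchange; detection: FRET fluorescence dequenching, excitation 485 nm, emission 520 nm; read-out basis: Fluorescence-based percent inhibition, control- and blank-normalised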
* hit, by the source's call; . = not tested or not shown; [ ] = another dose, or the depositor's remark.

| item | Molecule | Hck-Nef inh | EP2 modulator | 14-3-3 Bad inh | TbHK1 inh | m-calpain inh |
| --- | --- | --- | --- | --- | --- | --- |
| 1 | C[C@]12CC(O)C3C(CCC4=CC(=O)CC[C@@]43C)C1CCC2c1csc(-c2ccccc2)n1 (stereo not given in full) | 1.7 | 29.5 | 6.7 | -22.7 | -17.0 |
| 2 | C/C(CC(=O)Nc1ccc(Cl)c(C(F)(F)F)c1)=N\NC(=O)c1cccc(O)c1 | -1.7 | -75.7 | 19.1[fluorescence artefact?] | 32.1 | 32.4 |
| 3 | COc1ccc(/C(C)=N/Nc2ncc(Cl)cc2Cl)c(O)c1 | -4.4 | 53.9 | -19.0 | 25.7 | -217.4 |
| 4 | c1ccc(N2CCN(c3ccccc3)C2c2cccs2)cc1 | -0.5 | 44.4 | -23.5 | 11.7 | 46.5 |
| 5 | Cc1cccc(NC(=O)CC2S/C(=N/c3nccs3)N(C)C2=O)c1 (stereo not given) | -2.0 | -26.5 | 0.6 | -8.3 | 9.8 |
| 6 | CCN(CC)c1ncn(Cc2c(Cl)cccc2Cl)c2ncnc1-2 | 1.8 | 43.8 | 4.8 | 2.9 | 1.1 |
| 7 | CCN(C(=O)Nc1ccccc1OC)c1c(N)n(Cc2ccccc2)c(=O)[nH]c1=O | 4.5 | 1.6 | -3.5[fluorescence artefact?] | -1.2 | -3.1 |
| 8 | CCCNC(=O)C1CCN(S(=O)(=O)c2ccc(Br)cc2)CC1 | 4.4 | 23.4 | -11.4 | 0.3 | 13.8 |

| item | zVAD death inh | eIF4E-4G inh | PGE2 EP2 inh | Rad51 HR inh |
| --- | --- | --- | --- | --- |
| 1 | 1.0 | 0.7 | 6.3 | -2.0 |
| 2 | 0.5 | 6.2 | 7.6 | -2.6 |
| 3 | 0.6 | 4.1[fluorescence artefact?] | 6.7 | 2.5 |
| 4 | 0.0 | -1.8 | 3.5 | -26.2 |
| 5 | -0.1 | -5.4 | 13.2 | -14.4 |
| 6 | -0.3 | -9.9 | 1.8 | 17.6 |
| 7 | -0.3 | 2.2[fluorescence artefact?] | 8.9 | 3.2 |
| 8 | 0.4 | 1.6 | 1.6 | 2.7 |

Continuation.
| item | Molecule | Hck-Nef inh | EP2 modulator | 14-3-3 Bad inh | TbHK1 inh | m-calpain inh |
| --- | --- | --- | --- | --- | --- | --- |
| 9 | O=C(CC1C(=O)NCCN1Cc1cccc(Oc2ccccc2)c1)NCc1cccnc1 (stereo not given) | -2.4 | -2.1 | -4.8 | 2.4 | 11.7 |
| 10 | CCc1ccc(NC(=O)CCNS(=O)(=O)c2cccc3nsnc23)cc1 | -0.1 | -2.4 | 13.2[fluorescence artefact?] | -8.7 | 28.3 |
| 11 | Cc1ccccc1N1C(=O)C2C3CC(=O)C(c4ccccc43)C2C1=O (stereo not given) | 0.7 | 21.3 | -20.0 | -3.4 | -6.3 |
| 12 | CC(=O)c1ccc(NC(=S)Nc2ccc(N3CCOCC3)cc2)cc1 | 0.6 | -26.6 | -7.7 | -11.7 | 0.3 |
| 13 | O=C1N(Nc2ccccc2)C(c2ccc(Br)cc2)C12CCCCC2 (stereo not given) | -17.6 | 23.8 | 1.3[fluorescence artefact?] | -4.7 | -1.6 |
| 14 | O=C(C(c1ccccc1)c1ccccc1)N1CCN(Cc2ccc(Br)cc2)CC1 | 1.1 | 38.7 | -1.7 | -8.0 | 17.4 |
| 15 | COc1cccc2c3c(c(=O)[nH]c12)CCC(C)(C)O3 | 2.8 | 7.0 | -3.8[fluorescence artefact?] | 3.6 | -20.0 |
| 16 | O=C(Nc1ccc(N2CCOCC2)cc1)C1CCN(C(=O)OCc2ccccc2)CC1 | 26.0 | -19.7 | 1.3 | -7.5 | -7.9 |

| item | zVAD death inh | eIF4E-4G inh | PGE2 EP2 inh | Rad51 HR inh |
| --- | --- | --- | --- | --- |
| 9 | 0.5 | -6.6 | 2.1 | -16.9 |
| 10 | -0.4 | 1.1 | 9.0 | 5.9 |
| 11 | -0.3 | 7.8[fluorescence artefact?] | 2.3 | -0.7 |
| 12 | 1.0 | -5.8 | 3.0 | -3.2 |
| 13 | -1.0 | 2.0 | 9.0 | -5.0 |
| 14 | 0.3 | -1.4 | 5.9 | -4.6 |
| 15 | -0.7 | -4.4 | 4.7 | -2.0 |
| 16 | -0.1 | -2.1 | 5.4 | 3.7 |

Continuation:
| item | Molecule | Hck-Nef inh | EP2 modulator | 14-3-3 Bad inh | TbHK1 inh | m-calpain inh |
| --- | --- | --- | --- | --- | --- | --- |
| 17 | COc1ccc([N+](=O)[O-])cc1N/C(=N/S(=O)(=O)c1ccccc1)c1ccccc1 | 21.8 | 41.3 | 8.6 | -10.8 | 32.8 |
| 18 | COc1ccc(CCNC(=O)C2=COCCO2)cc1 | -0.9 | 16.3 | -0.4 | 0.0 | -7.9 |
| 19 | COc1ccc(CN2C(=O)CSC2c2ccccn2)cc1 (stereo not given) | 9.0 | -19.5 | -12.4 | -7.9 | -21.0 |
| 20 | O=C1Nc2cc(Cl)c(Cl)cc2N(O)N1c1ccc(Cl)cc1 | -0.4 | 28.8 | 52.1 | -0.4 | 19.2 |
| 21 | CCOc1ccc(N2C(=O)C3ON(c4ccccc4)C(c4cccs4)C3C2=O)cc1 (stereo not given) | 18.9 | 17.2 | -8.8 | -0.6 | -25.7 |
| 22 | COc1ccc(N(CC(=O)Nc2nc3ccc(C)cc3s2)S(=O)(=O)c2c(C)nn(C)c2C)cc1 | 0.6 | 2.1 | 0.2 | -16.0 | -32.6 |
| 23 | O=S(=O)(NCCC1CC1(Cl)Cl)c1ccc(Cl)cc1 (stereo not given) | 6.6 | -15.9 | -4.4 | 12.1 | 16.4 |
| 24 | O=C(O)c1ccc(-c2ccco2)n1Cc1ccccc1 | 0.6 | 6.2 | -10.6 | 13.9 | -9.9 |
| 25 | CCN(CC)S(=O)(=O)c1ccc2[nH]c(=O)cc(C(=O)Nc3ccc(C)c(S(=O)(=O)N(CC)CC)c3)c2c1 | 10.5 | 1.4 | -4.7 | -6.5 | -21.3 |
| 26 | COc1ccc(C(CNC(=O)COc2ccccc2OC)N(C)C)cc1OC (stereo not given) | 0.8 | -5.5 | -15.9 | 1.8 | -0.3 |

| item | zVAD death inh | eIF4E-4G inh | PGE2 EP2 inh | Rad51 HR inh |
| --- | --- | --- | --- | --- |
| 17 | 0.2 | -1.1 | -1.5 | 7.3 |
| 18 | -0.2 | -3.7 | 8.1 | 0.2 |
| 19 | 0.3 | -3.4 | 9.1 | 13.2 |
| 20 | 0.5 | 4.1 | 15.6 | 3.0 |
| 21 | 0.4 | -3.4 | 6.9 | 24.0 |
| 22 | 1.0 | -0.1 | 14.7 | -2.9 |
| 23 | 0.9 | 0.5 | 1.7 | 12.4 |
| 24 | -0.7 | 1.0 | 18.2 | 3.7 |
| 25 | . | 4.0 | 8.4 | 2.7 |
| 26 | 0.2 | -1.0[fluorescence artefact?] | 9.4 | -5.5 |

Of the compounds above, these have a halogen:
| item | Molecule | Hck-Nef inh | EP2 modulator | 14-3-3 Bad inh | TbHK1 inh | m-calpain inh |
| --- | --- | --- | --- | --- | --- | --- |
| 2 | C/C(CC(=O)Nc1ccc(Cl)c(C(F)(F)F)c1)=N\NC(=O)c1cccc(O)c1 | -1.7 | -75.7 | 19.1[fluorescence artefact?] | 32.1 | 32.4 |
| 3 | COc1ccc(/C(C)=N/Nc2ncc(Cl)cc2Cl)c(O)c1 | -4.4 | 53.9 | -19.0 | 25.7 | -217.4 |
| 6 | CCN(CC)c1ncn(Cc2c(Cl)cccc2Cl)c2ncnc1-2 | 1.8 | 43.8 | 4.8 | 2.9 | 1.1 |
| 8 | CCCNC(=O)C1CCN(S(=O)(=O)c2ccc(Br)cc2)CC1 | 4.4 | 23.4 | -11.4 | 0.3 | 13.8 |
| 13 | O=C1N(Nc2ccccc2)C(c2ccc(Br)cc2)C12CCCCC2 (stereo not given) | -17.6 | 23.8 | 1.3[fluorescence artefact?] | -4.7 | -1.6 |
| 14 | O=C(C(c1ccccc1)c1ccccc1)N1CCN(Cc2ccc(Br)cc2)CC1 | 1.1 | 38.7 | -1.7 | -8.0 | 17.4 |
| 20 | O=C1Nc2cc(Cl)c(Cl)cc2N(O)N1c1ccc(Cl)cc1 | -0.4 | 28.8 | 52.1 | -0.4 | 19.2 |
| 23 | O=S(=O)(NCCC1CC1(Cl)Cl)c1ccc(Cl)cc1 (stereo not given) | 6.6 | -15.9 | -4.4 | 12.1 | 16.4 |

| item | zVAD death inh | eIF4E-4G inh | PGE2 EP2 inh | Rad51 HR inh |
| --- | --- | --- | --- | --- |
| 2 | 0.5 | 6.2 | 7.6 | -2.6 |
| 3 | 0.6 | 4.1[fluorescence artefact?] | 6.7 | 2.5 |
| 6 | -0.3 | -9.9 | 1.8 | 17.6 |
| 8 | 0.4 | 1.6 | 1.6 | 2.7 |
| 13 | -1.0 | 2.0 | 9.0 | -5.0 |
| 14 | 0.3 | -1.4 | 5.9 | -4.6 |
| 20 | 0.5 | 4.1 | 15.6 | 3.0 |
| 23 | 0.9 | 0.5 | 1.7 | 12.4 |

Bioassay records: PubChem BioAssay, several laboratories

This is a subset (hit frequency here may not be typical).
